FBA Mtb inh: Mtb FBA enzyme inhibitors, primary screen, biochemical, fluorescence, strain H37Rv; purified M. tuberculosis FBA, fluorescence read-out; inhibition, % at 1 µM; 360,000 tested, 2.3% active; AID 588726, 2011; in the data active = inhibition above about 27%;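 also: 0% = vehicle and 100% = reference inhibitor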
Vc quorum ag: inducers of Vibrio cholerae quorum light production without autoinducers, primary screen, BH1578 luxS cqsA deficient, single point | V. cholerae BH1578 lux reporter, luminescence, 6 h | activation, % at 18.7 µM | 350,000 tested, 0.16% active; in the data active = activation mostly above about 9.7%, no sharp cut-off; also: not every result past the cut was called active; inactives centre near 0; reference of the scale not given here
TcdB GH inh: TcdB glycohydrolase inhibitors, primary screen, biochemical, single point, plate reader | TcdB glycohydrolase enzymatic assay | Toxin B (Clostridioides difficile), P18177 | inhibition, % at 9.99 µM | 350,000 tested, 0.24% active; in the data active = inhibition above about 10%
PfHsp40 yeast: rescue of yeast from PfHsp40 toxicity, primary screen, S. cerevisiae, ATP luminescence; 340,000 tested, 0.68% active; AID 504582, 2011; S. cerevisiae expressing PfHsp40, growth rescue; growth rescue, % at 12.5 µM; in the data active = growth rescue above about 28%, passing the limit was not always enough;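 also: yeast W303a lacking pdr1 and pdr3 grown in galactose medium; growth measured after three days at 30 °C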
Mtb BioA inh: M. tuberculosis BioA enzyme inhibitors, primary screen, biochemical, plate reader, single point, HTS. AID 602481, 2012. purified M. tuberculosis BioA enzyme. 7,8-diaminopelargonic acid synthase BioA (Mycobacterium tuberculosis). inhibition, % at 9.99 µM. 360,000 tested, 0.096% active; in the data active = inhibition above about 40%
FadD28 FP inh: inhibitors of FadD28 bisubstrate probe binding, primary screen, biochemical, fluorescence polarization, single point | AID 588549, 2011 | 360,000 tested, 0.22% active | Mycobacterium tuberculosis FadD28 fatty-acid-AMP ligase | inhibition, % at 12.5 µM; in the data active = inhibition above about 8.5%, passing the limit was not always enough
Yp Topo-I inh: Yersinia pestis topoisomerase I inhibitors, primary screen, biochemical, cleavage product accumulation, plate reader, single point; activity, % at 10 µM; 360,000 tested, 0.064% active; Y. pestis Topo-I cleavage product accumulation; AID 504884, 2011; in the data active = activity above about 50%, passing the limit was not always enough; also: inactives centre near 2
Mtb UGM inh: M. tuberculosis UGM enzyme inhibitors, primary screen, biochemical, fluorescence polarization, single point; 320,000 tested, 0.06% active; purified UGM, fluorescence polarization probe displacement; inhibition, % at 10 µM; in the data active = inhibition above about 10%, passing the limit was not always enough
GDH-TPI counter: GDH-TPI coupling enzyme inhibitors, primary screen, artefact control for M. tuberculosis FBA inhibitor project, biochemical, absorbance, full deck | GDH-TPI coupled enzyme counterscreen, NADH absorbance | inhibition, % at 4.8 µM | 360,000 tested, 1.2% active; in the data active = inhibition above about 30%;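 also: 0% = DMSO wells and 100% = wells lacking the enzyme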
* hit, by the source's call.

Start of the data: the first 3 records, to show the layout:
Screening Cc1cccc(NC(=O)C(=O)NCc2ccc3c(c2)OCO3)c1C returned FBA Mtb inh 2, Vc quorum ag -0.2, TcdB GH inh 1.1, PfHsp40 yeast 2.0, Mtb BioA inh 3.1, FadD28 FP inh -0.8, Yp Topo-I inh 15, Mtb UGM inh -1.0 and GDH-TPI counter -2.
For COC(=O)c1ccc(CNS(=O)(=O)c2ccc3ccccc3c2)cc1 the results were FBA Mtb inh 3, Vc quorum ag -1.6, TcdB GH inh 1.1, PfHsp40 yeast -0.9, Mtb BioA inh 0.8, FadD28 FP inh 0.5, Yp Topo-I inh 2, Mtb UGM inh -2.3 and GDH-TPI counter -7.
For CCCCNC(=O)COC(=O)c1cc(F)c(F)cc1Cl the results were FBA Mtb inh 3, Vc quorum ag -0.4, TcdB GH inh 1.5, PfHsp40 yeast 1.6, Mtb BioA inh -0.4, FadD28 FP inh -0.6, Yp Topo-I inh 6, Mtb UGM inh -0.6 and GDH-TPI counter 5.

This part in full, from the first entry:
Screening Cc1cccc(NC(=O)C(=O)NCc2ccc3c(c2)OCO3)c1C returned FBA Mtb inh 2, Vc quorum ag -0.2, TcdB GH inh 1.1, PfHsp40 yeast 2.0, Mtb BioA inh 3.1, FadD28 FP inh -0.8, Yp Topo-I inh 15, Mtb UGM inh -1.0 and GDH-TPI counter -2.
For COC(=O)c1ccc(CNS(=O)(=O)c2ccc3ccccc3c2)cc1 the results were FBA Mtb inh 3, Vc quorum ag -1.6, TcdB GH inh 1.1, PfHsp40 yeast -0.9, Mtb BioA inh 0.8, FadD28 FP inh 0.5, Yp Topo-I inh 2, Mtb UGM inh -2.3 and GDH-TPI counter -7.
For CCCCNC(=O)COC(=O)c1cc(F)c(F)cc1Cl the results were FBA Mtb inh 3, Vc quorum ag -0.4, TcdB GH inh 1.5, PfHsp40 yeast 1.6, Mtb BioA inh -0.4, FadD28 FP inh -0.6, Yp Topo-I inh 6, Mtb UGM inh -0.6 and GDH-TPI counter 5.
Screening Cc1nc(C)c(C(=O)N/N=C/c2cc(Br)ccc2O)s1 returned FBA Mtb inh 17, Vc quorum ag 4.8, TcdB GH inh 0.6, PfHsp40 yeast 0.0, Mtb BioA inh 1.5, FadD28 FP inh -3.5, Yp Topo-I inh 5, Mtb UGM inh 3.2 and GDH-TPI counter 0.
COC(=O)C1=C(c2ccc(Cl)c(C(F)(F)F)c2)C[C@@H]2CC[C@H]1N2C(=O)NCC1CC1 was read as FBA Mtb inh 0, Vc quorum ag 0.4, TcdB GH inh 0.5, PfHsp40 yeast -0.3, Mtb BioA inh 0.7, FadD28 FP inh -7.1, Yp Topo-I inh 6, Mtb UGM inh 1.1 and GDH-TPI counter -4.
For O=c1[nH]c2ccccc2nc1-c1c[nH]c2ccccc12 the results were FBA Mtb inh 14, Vc quorum ag inactive, TcdB GH inh 0.9, PfHsp40 yeast -1.2, Mtb BioA inh -0.3, FadD28 FP inh -3.6, Yp Topo-I inh -1, Mtb UGM inh -1.8 and GDH-TPI counter 7.
`COc1ccccc1NCCC(=O)OCC(=O)Nc1cc([N+](=O)[O-])ccc1F` gave FBA Mtb inh -2, Vc quorum ag inactive, TcdB GH inh 1.8, PfHsp40 yeast -0.5, Mtb BioA inh -1.5, FadD28 FP inh -0.5, Yp Topo-I inh 5, Mtb UGM inh -1.3 and GDH-TPI counter 9.
`O=C(c1cccs1)N(Cc1ccco1)Cc1cc2ccccc2[nH]c1=O` gave FBA Mtb inh 6, Vc quorum ag -0.2, PfHsp40 yeast 0.1, FadD28 FP inh -1.2, Yp Topo-I inh 19, Mtb UGM inh 1.0 and GDH-TPI counter 5.
Screening COc1cccc(C(=O)NNC2OC(CO)C(O)C2O)c1 (stereo unspecified) returned FBA Mtb inh 2, Vc quorum ag -0.2, TcdB GH inh -3.1, PfHsp40 yeast -1.0, FadD28 FP inh 0.2, Yp Topo-I inh 6, Mtb UGM inh -1.9 and GDH-TPI counter 4.
For COc1ccc(C(=O)OCC(=O)NC(C)CCc2ccccc2)c(OC)c1 (stereo unspecified) the results were FBA Mtb inh -1, Vc quorum ag 0.0, TcdB GH inh 1.1, PfHsp40 yeast 1.1, Mtb BioA inh 0.6, FadD28 FP inh -3.1, Yp Topo-I inh 16, Mtb UGM inh 0.9 and GDH-TPI counter -6.
Screening CCn1nc(C(=O)OCC(=O)c2ccc(F)cc2)c2ccccc2c1=O returned FBA Mtb inh 4, Vc quorum ag -0.4, TcdB GH inh -0.6, PfHsp40 yeast -0.7, FadD28 FP inh -1.7, Yp Topo-I inh -3, Mtb UGM inh 1.7 and GDH-TPI counter 4.
Screening COCCNC(=O)c1[nH]c(C(F)(F)F)nc1-c1ccccc1 returned FBA Mtb inh -1, TcdB GH inh -0.2, Mtb BioA inh -1.7 and FadD28 FP inh -3.8.
Screening N#Cc1cccnc1N1CCN(C(=O)c2[nH]c(C(F)(F)F)nc2-c2ccccc2)CC1 returned FBA Mtb inh 13, TcdB GH inh -0.2, Mtb BioA inh -1.3 and FadD28 FP inh 0.0.
For CC(C)c1ccc(S(=O)(=O)N2CCN(C(=O)c3ccc(N4CCCC4)c([N+](=O)[O-])c3)CC2)cc1 the results were FBA Mtb inh -2, Vc quorum ag -0.6, TcdB GH inh 1.4, PfHsp40 yeast 0.4, Mtb BioA inh -5.6, FadD28 FP inh -2.6, Yp Topo-I inh 41, Mtb UGM inh 6.8 and GDH-TPI counter 2.
Screening O=C1CC2(CCN(C(=O)c3cccc(F)c3)CC2)Oc2ccccc21 returned FBA Mtb inh 9, Vc quorum ag inactive, TcdB GH inh 2.8, PfHsp40 yeast -0.8, Mtb BioA inh 1.7, FadD28 FP inh -0.4, Yp Topo-I inh 6, Mtb UGM inh 5.2 and GDH-TPI counter 8.
`N#CCCN1CCN(S(=O)(=O)c2ccc3c(c2)CCC3)CC1` gave FBA Mtb inh 0, Vc quorum ag -2.6, TcdB GH inh -0.3, PfHsp40 yeast 1.1, Mtb BioA inh 1.0, Yp Topo-I inh -8, Mtb UGM inh -0.6 and GDH-TPI counter 8.
Cc1sc2ncnc(SCC(=O)NC(C)(C)C)c2c1C was read as FBA Mtb inh 2, Vc quorum ag 1.0, TcdB GH inh 3.2, PfHsp40 yeast 0.4, Mtb BioA inh 1.9, FadD28 FP inh -0.9, Yp Topo-I inh -5, Mtb UGM inh -5.7 and GDH-TPI counter 9.
`O=C(N/N=C/c1ccccn1)c1ccc([N+](=O)[O-])cc1Cl` gave FBA Mtb inh 3, Vc quorum ag inactive, TcdB GH inh 11*, PfHsp40 yeast 2.3, Mtb BioA inh 2.2, FadD28 FP inh 0.4, Yp Topo-I inh 3, Mtb UGM inh -3.3 and GDH-TPI counter 11.
Screening COc1cc(C(O)c2nc(-c3cccc(C(C)C)c3)cs2)ccc1F (stereo unspecified) returned FBA Mtb inh -2, Vc quorum ag 0.5, TcdB GH inh -1.1, Mtb BioA inh -0.2, FadD28 FP inh -1.1, Yp Topo-I inh 15 and GDH-TPI counter 0.
For CC[C@]12c3[nH]c4cc(-c5ccco5)ccc4c3CCN1C(=O)[C@@H](CC(=O)NCc1ccc(OC)c(OC)c1)C[C@@H]2C(=O)N1CCN(C(=O)c2ccco2)CC1 the results were FBA Mtb inh 14, Vc quorum ag -0.5, TcdB GH inh 0.6, PfHsp40 yeast -0.1, Mtb BioA inh -1.1, FadD28 FP inh -3.7, Yp Topo-I inh 17 and GDH-TPI counter 22.
Screening CCCc1cc(C(=O)Nc2ccc(C(=O)c3ccccc3)cc2)n(C)n1 returned FBA Mtb inh -1, Vc quorum ag 0.3, TcdB GH inh 0.9, PfHsp40 yeast 4.9, Mtb BioA inh 0.7, FadD28 FP inh -4.3, Yp Topo-I inh 27, Mtb UGM inh 0.3 and GDH-TPI counter 6.
O=C(O)c1ccccc1SCc1cn2cc(Cl)ccc2n1 was read as FBA Mtb inh 1, Vc quorum ag -0.2, TcdB GH inh -1.0, PfHsp40 yeast 1.6, FadD28 FP inh -1.6, Yp Topo-I inh 0, Mtb UGM inh 2.3 and GDH-TPI counter 0.
O=C(C1CCN(S(=O)(=O)Cc2ccccc2)CC1)N1CCN(c2ncccn2)CC1 was read as FBA Mtb inh 3, Vc quorum ag -0.3, PfHsp40 yeast 0.9, Mtb BioA inh -1.0, FadD28 FP inh -0.4, Yp Topo-I inh -5, Mtb UGM inh -0.1 and GDH-TPI counter 16.
For CCN1C(=O)[C@H]2[C@@H](c3ccc(-c4cccc(Cl)c4)cc3)N[C@@](Cc3ccccc3)(C(=O)OC)[C@H]2C1=O the results were FBA Mtb inh -1, Vc quorum ag -2.1, TcdB GH inh 0.0, PfHsp40 yeast -1.3, Mtb BioA inh 0.8, FadD28 FP inh -3.9, Yp Topo-I inh 13, Mtb UGM inh -2.1 and GDH-TPI counter 1.
Screening COc1cc(C(=O)Nc2ccc3c(c2)nc(C)n3C)cc(OC)c1OC returned FBA Mtb inh 1, Vc quorum ag -0.8, TcdB GH inh 1.8, PfHsp40 yeast 0.2, Mtb BioA inh -0.1, FadD28 FP inh 1.5, Yp Topo-I inh 0, Mtb UGM inh 0.1 and GDH-TPI counter 11.
`O=C(Nc1ccccc1C(=O)N1CCCC1)c1cccc(S(=O)(=O)N2CCCCCC2)c1` gave FBA Mtb inh 1, Vc quorum ag inactive, PfHsp40 yeast -1.3, FadD28 FP inh -0.5, Yp Topo-I inh 0, Mtb UGM inh -3.7 and GDH-TPI counter -4.
Cc1ccc(C(=O)OCC(=O)c2c[nH]c3ccccc23)cc1S(=O)(=O)N1CCOCC1 was read as FBA Mtb inh 1, Vc quorum ag 2.8, TcdB GH inh 0.6, PfHsp40 yeast -0.3, FadD28 FP inh 5.8, Yp Topo-I inh 0 and GDH-TPI counter 0.
CCn1nc(C(=O)OC(C(=O)c2c[nH]c3ccccc23)c2ccccc2)c2ccccc2c1=O (stereo unspecified) was read as FBA Mtb inh -1, Vc quorum ag inactive, PfHsp40 yeast 0.3, Mtb BioA inh -1.2, FadD28 FP inh 0.4, Yp Topo-I inh -4, Mtb UGM inh 0.2 and GDH-TPI counter 14.
For COC(=O)c1c(NC(=O)c2ccoc2C)sc(C)c1C the results were FBA Mtb inh 1, Vc quorum ag inactive, TcdB GH inh 4.0, PfHsp40 yeast -0.9, Mtb BioA inh -0.9, FadD28 FP inh -0.8, Yp Topo-I inh 3, Mtb UGM inh -1.5 and GDH-TPI counter 16.
Screening COc1ccc(S(=O)(=O)N(CC(=O)O)Cc2ccccc2)cc1OC returned FBA Mtb inh 2, Vc quorum ag 1.6, PfHsp40 yeast -1.6, FadD28 FP inh 0.7, Yp Topo-I inh 10, Mtb UGM inh -1.2 and GDH-TPI counter 5.
Screening COCCn1cnc2c1c(=O)n(Cc1ccccc1C#N)c(=O)n2Cc1ccccc1 returned FBA Mtb inh -5, Vc quorum ag -4.0, TcdB GH inh 0.9, PfHsp40 yeast 0.4, Mtb BioA inh 1.5, FadD28 FP inh -4.3, Yp Topo-I inh 18, Mtb UGM inh -0.5 and GDH-TPI counter 11.
CN(C)S(=O)(=O)c1cccc(C(=O)N2CCN(S(=O)(=O)c3ccc4c(c3)OCCO4)CC2)c1 was read as FBA Mtb inh -2, Vc quorum ag inactive, TcdB GH inh 0.9, Mtb BioA inh 0.5, FadD28 FP inh -0.6, Yp Topo-I inh 13 and GDH-TPI counter 4.
`CCCCSc1nnc(CSc2nc3nc(C)cc(C)n3n2)o1` gave FBA Mtb inh 2, Vc quorum ag inactive, TcdB GH inh 1.4, PfHsp40 yeast -0.5, Mtb BioA inh 3.1, FadD28 FP inh -0.1, Yp Topo-I inh 15, Mtb UGM inh 2.7 and GDH-TPI counter 5.

No new results follow: an excerpt of the list.
Screening COc1cc(C(=O)Nc2ccc3c(c2)nc(C)n3C)cc(OC)c1OC returned FBA Mtb inh 1, Vc quorum ag -0.8, TcdB GH inh 1.8, PfHsp40 yeast 0.2, Mtb BioA inh -0.1, FadD28 FP inh 1.5, Yp Topo-I inh 0, Mtb UGM inh 0.1 and GDH-TPI counter 11.
`O=C(Nc1ccccc1C(=O)N1CCCC1)c1cccc(S(=O)(=O)N2CCCCCC2)c1` gave FBA Mtb inh 1, Vc quorum ag inactive, PfHsp40 yeast -1.3, FadD28 FP inh -0.5, Yp Topo-I inh 0, Mtb UGM inh -3.7 and GDH-TPI counter -4.

Compound activity from PubChem BioAssay.
